FBPA Giardia inh – blocks Giardia fructose-bisphosphate aldolase activity | purified Giardia FBPA | Potency, µM (series often up to 59.6 µM), inactives show at the highest dose activity, negative = inhibition, usual class: inhibitors | A8B2U2 | actives 0.71% (n = 290,000) | AID 2451; further: potency means the concentration at half of the fitted maximal effect; on the % scale 0 is the no-effect control and ±100 the full control effect; nearly all actives have a fitted effect of over 55% in size
Target sequence (A8B2U2 whole entry, looked up): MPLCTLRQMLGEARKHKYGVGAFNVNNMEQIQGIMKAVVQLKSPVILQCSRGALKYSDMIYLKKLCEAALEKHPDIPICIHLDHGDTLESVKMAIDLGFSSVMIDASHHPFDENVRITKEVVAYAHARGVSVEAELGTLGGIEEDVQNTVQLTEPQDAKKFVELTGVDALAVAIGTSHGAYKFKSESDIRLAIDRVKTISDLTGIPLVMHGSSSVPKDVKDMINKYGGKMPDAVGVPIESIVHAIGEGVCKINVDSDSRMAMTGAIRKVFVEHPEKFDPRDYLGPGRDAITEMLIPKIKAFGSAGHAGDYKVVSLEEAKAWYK
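40 nM FBPA preincubated 10 min at RT with compound (up to 57.5 uM final), then substrate plus GAPDH/TPI/NAD/arsenate coupling and diaphorase/resazurin added. Fluorescence read after 20 min at RT, 525/598 nm.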
HCMV antiviral – blocks human cytomegalovirus replication; HFF cells, HCMV-luciferase reporter, 72 h; active compounds read low; activity change, negative = inhibition, % at 57.5 µM; actives 4.5% (n = 410,000); in the data active means activity change below about -60%; inconclusive means no clear call, values can overlap the other calls; inactive means above about -39%; further: on the % scale 0 is the no-effect control and ±100 the full control effect
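Compounds were evaluated in HFFs infected with an HCMV luciferase reporter virus (MOI 1 PFU/cell). Luciferase in lysates collected 72 h post infection served as the replication measure.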
AmpC inh detg – inhibitors of E. coli AmpC beta-lactamase with detergent; P00811; AmpC hydrolysis of nitrocefin, absorbance 480 nm, 0.01% Triton; Potency, µM (highest dose often 114 µM), without a hit: at the top dose activity change, negative = inhibition, most hits filed as inhibitors; actives 0.041% (n = 370,000); AID 485294;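 further: potency means the concentration at half of the fitted maximal effect; 0% = no-compound wells and -100% = no-enzyme wells; nearly all actives have a fitted effect of over 25% in size; some results filed as inactive show a strong effect at the top dose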
Target sequence (P00811 whole entry, looked up): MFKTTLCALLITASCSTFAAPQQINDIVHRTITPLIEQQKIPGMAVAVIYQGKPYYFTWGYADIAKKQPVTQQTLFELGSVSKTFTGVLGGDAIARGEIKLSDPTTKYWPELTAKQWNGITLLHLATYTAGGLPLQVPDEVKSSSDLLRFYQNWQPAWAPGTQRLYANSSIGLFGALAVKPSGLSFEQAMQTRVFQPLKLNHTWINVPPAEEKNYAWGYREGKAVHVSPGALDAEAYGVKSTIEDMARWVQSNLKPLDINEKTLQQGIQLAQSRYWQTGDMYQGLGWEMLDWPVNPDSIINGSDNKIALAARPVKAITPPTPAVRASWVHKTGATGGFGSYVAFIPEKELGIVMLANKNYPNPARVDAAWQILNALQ
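AmpC (5.3 nM in the dispensed reagent) in 20 mM phosphate pH 7.0 with 0.01% (detergent screen) or 0.0001% Triton X-100 was preincubated with compounds for 15 min at room temperature. Nitrocefin was then added from an 800 uM solution, and hydrolysis was followed at 480 nm.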
Shiga toxin inh – inhibitors of Shiga toxin in Vero cells. Vero cells, Shiga toxin protein synthesis inhibition reporter. inhibition, % at 38.7 µM. actives 9.2% (n = 290,000); in the data active means inhibition mostly above about 28%, no sharp cut-off; inactive means mostly below about 43%; further: 0% is about no effect
Cycloheximide cs – affects cycloheximide protein synthesis inhibition readout, counter-screen | cell reporter, cycloheximide protein synthesis inhibition counterscreen | max response, % | actives 12% (n = 300,000); in the data active means max response mostly above about 13%, no sharp cut-off; inactive means mostly below about 14%; further: read at 38.3 µM for the half of the compounds with a filed dose; 0% is about no effect
AmpC no deterg – blocks E. coli AmpC beta-lactamase in detergent-free assay | P00811 | AmpC nitrocefin hydrolysis, absorbance 480 nm, 0.0001% Triton | Potency, µM (doses to about 57.1 µM), for the others: top-dose activity change, negative = inhibition, most hits filed as inhibitors | actives 0.52% (n = 330,000);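 further: potency means the concentration at half of the fitted maximal effect; plate controls were no compound for no effect and no enzyme for full effect; nearly all actives have a fitted effect of over 20% in size; some results filed as inactive show a strong effect at the top dose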
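AmpC (5.3 nM in the dispensed reagent) in 20 mM phosphate pH 7.0 with 0.01% (detergent screen) or 0.0001% Triton X-100 was preincubated with compounds for 15 min at room temperature. Nitrocefin was then added from an 800 uM solution, and hydrolysis was followed at 480 nm.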
AMA1-RON2 inh – inhibitors of Plasmodium falciparum AMA1-RON2 interaction. Potency, µM (highest dose often 58.2 µM), inactives show top-dose activity change, negative = inhibition, hits mostly inhibitors. AID 720542. AlphaScreen AMA1-biotinylated RON2 peptide binding. actives 0.2% (n = 360,000);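 further: potency means the concentration at half of the fitted maximal effect; 0% = vehicle wells and -100% = peptide control; nearly all actives have a fitted effect of over 45% in size; some results filed as inactive show a strong effect at the top dose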
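AMA1 (3D7) with his tag at 25 nM final met compounds first, then biotinylated RON2 peptide at 25 nM; detection used donor plus acceptor beads, 10 µg/mL apiece, read by AlphaScreen after 30 min at room temperature.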
An asterisk follows results filed as active; ? = inconclusive; · = no result given; [ ] = dose if it differs, or a comment. Unless noted, the call rests on the fitted dose curve; in most records, active means well fitted curve in the direction sought with a large enough effect; inconclusive means small, poorly fitted or top-dose-only effect, or another doubt; inactive means no such curve, though single readings can be large; an effect the other way counts as inactive or inconclusive.

| No. | Structure | FBPA Giardia inh | HCMV antiviral | AmpC inh detg | Shiga toxin inh | Cycloheximide cs | AmpC no deterg | AMA1-RON2 inh |
| --- | --- | --- | --- | --- | --- | --- | --- | --- |
| 1 | CC(=O)Nc1ccc(S(=O)(=O)Oc2ccc(/C=C3\SC(N)=NC3=O)cc2)cc1 | 2% | ? | -8% | 2 | -2 | -30% | -2% |
| 2 | COC(=O)c1ccccc1NC(=O)CN1CCN(C(=O)c2ccco2)CC1 | 4% | 17 | ? | -11 | -2 | -10% | -18% |
| 3 | CCN(CC)c1ccc(/C=C/C(=O)c2cccnc2)cc1 | -3% | 19 | 4% | -4 | -4 | -24% | 8% |
| 4 | COc1ccc(N2CCC(N3CCN(C)C(CCO)C3)CC2)cc1 (stereo not given) | -7% | -20 | -14% | 1 | -1 | -26% | -4% |
| 5 | CCOC(=O)N1CCN(C(=O)COC(=O)c2cccc(S(C)(=O)=O)c2)CC1 | · | -25 | -11% | · | · | -8% | 1% |
| 6 | COc1cc(OC)cc(C(=O)N[C@H](C(=O)OCC(=O)NC(=O)c2cccn2C)C(C)C)c1 | -10% | -10 | -5% | -13 | -7 | -31% | -3% |
| 7 | O=C(CCc1nnc2ccc(NCc3ccc(F)cc3)nn12)N1CCC2(CC1)OCCO2 | -6% | 39 | ? | -8 | -3 | 41% | 8% |
| 8 | CCN(CC)S(=O)(=O)c1cccc(C(=O)OC2CC(C)OC2=O)c1 (stereo not given) | 8% | 2 | 6% | -3 | -7 | -5% | -19% |
| 9 | Cc1c(Cc2ccc3c(c2)OCO3)sc(NC(=O)C2CC2)c1C(N)=O | -8% | 0 | 6% | -11 | -1 | -22% | 10% |
| 10 | CCOC(=O)c1c(NC(=O)CSc2ncn[nH]2)sc(C(=O)NC)c1C | -25% | 11 | ? | -5 | -3 | -28% | 18% |
| 11 | Cc1ccc(/C=C/C(=O)O)cc1S(=O)(=O)NCCO | -1% | -11 | -6% | -9 | 10 | -6% | 13% |
| 12 | CCOc1ccccc1N1C(=O)CC(Nc2ccc(N3CCOCC3)cc2)C1=O (stereo not given) | -1% | ? | -12% | -16 | -4 | 38% | 25% |
| 13 | CCCn1c(C(O)c2cc(OC)ccc2OC)nc2ccccc21 (stereo not given) | 8% | -37 | -7% | -3 | -2 | -15% | 6% |
| 14 | O=C(NCN1C(=O)C2C3C=CC(C3)C2C1=O)Nc1cccnc1 (stereo not given) | -1% | 41 | ? | -5 | -3 | -9% | 2% |
| 15 | O=C(O)c1cc(S(=O)(=O)N2CC3CC3C2C(=O)O)c(Cl)cc1Cl (stereo not given) | · | 85 | -10% | 29 | -3 | -23% | -7% |
| 16 | CCOc1cc(/C=N/NC(N)=O)cc(Br)c1OCC(=O)Nc1cccc2ccccc12 | 2% | 37 | -12% | -6 | -4 | -2% | -5% |
| 17 | CN(c1cccc(NC(=O)Nc2cccc(Cl)c2)c1)S(C)(=O)=O | -3% | 35 | -7% | 94* | 37* | -22% | -3% |
| 18 | Cc1cccc(NC(=O)c2ccc(-n3cncn3)c([N+](=O)[O-])c2)c1 | · | -27 | 3% | · | · | -2% | 1% |
| 19 | O=C(NCCc1c[nH]c2ccccc12)c1ccco1 | 2% | 18 | -7% | 26 | 18* | -7% | 0% |
| 20 | O=C(COc1coc(CN2CCN(c3ccccc3)CC2)cc1=O)Nc1cccc(F)c1 | · | -28 | 2% | · | · | -11% | 5% |
| 21 | Cc1noc(C)c1C1(O)CCCCCCCCCCC1 | 13% | ? | 2% | -5 | -1 | 33% | -7% |
| 22 | C=C1c2c(Cl)ccc(O)c2C(O)=C2C(=O)[C@]3(O)C(O)=C(C(N)=O)C(=O)[C@@H](N(C)C)[C@@H]3[C@@H](O)C12 (stereo not given in full) | · | ? | -14% | · | · | -46% | 1.4µM* |
| 23 | Cn1/c(=N/N=C/c2ccc([N+](=O)[O-])cc2)sc2ccccc21 | -1% | · | -14% | 16 | 19 | 1% | · |
| 24 | O=C(NCCN1CCOCC1)NC1(C(F)(F)F)Oc2ccc(Cl)cc2O1 (stereo not given) | ? | 4 | -14% | -22 | -1 | -19% | 3%[2.32 µM] |
| 25 | CCN(C(=O)c1c(N)cnn1C)c1ccccc1 | 1% | 34 | 0% | -2 | -2 | 0% | 10% |

Profiles, looked up by structure. Order of screens: FBPA Giardia inh | HCMV antiviral | AmpC inh detg | Shiga toxin inh | Cycloheximide cs | AmpC no deterg | AMA1-RON2 inh
`COC(=O)c1ccccc1NC(=O)CN1CCN(C(=O)c2ccco2)CC1` is entered as 4% | 17 | ? | -11 | -2 | -10% | -18%
`CCCn1c(C(O)c2cc(OC)ccc2OC)nc2ccccc21` (stereo not given) is entered as 8% | -37 | -7% | -3 | -2 | -15% | 6%

(continued)
| No. | Structure | FBPA Giardia inh | HCMV antiviral | AmpC inh detg | Shiga toxin inh | Cycloheximide cs | AmpC no deterg | AMA1-RON2 inh |
| --- | --- | --- | --- | --- | --- | --- | --- | --- |
| 26 | O=C(Nc1ccc(-c2noc(CCc3ccccc3)n2)cc1)c1cccnc1 | ? | ? | -11% | 40* | 27* | 62%[activator] | 2% |
| 27 | O=C(CCCCn1c(=O)c2ccccc2n(Cc2ccc(F)cc2)c1=O)NCc1ccco1 | 11% | -39 | 0% | -12 | -1 | 4% | 1% |
| 28 | CC1CCN(C(=O)CSc2ccc(-c3ccc(F)cc3)nn2)CC1 | -1% | -39 | 0% | 9 | 1 | -10% | -21% |
| 29 | CN(c1ccccc1)S(=O)(=O)c1cccc(C(=O)NCc2ccccc2CN2CCCC2)c1 | · | ? | -1% | · | · | 88%[activator] | -1% |
| 30 | CCSc1ncc(Cl)c(C(=O)Nc2sc3c(c2C(=O)NCCCOC)CCCC3)n1 | · | -8 | 10% | 14 | -7 | · | · |
| 31 | Cc1cccc(-n2c(CCn3nc(C)c([N+](=O)[O-])c3C)n[nH]c2=S)c1 | -9% | -1 | 1% | -11 | 0 | -24% | 28% |
| 32 | CC(=O)C1=C(O)C(=O)N(c2nccs2)C1c1ccc(F)cc1 (stereo not given) | -3% | -2 | -15% | -20 | -5 | 1% | -15% |
| 33 | CCOC(=O)C1=C(C)NC(C)=C(C(=O)OCC)C1c1ccc(OC)cc1 | 4% | 92 | -1% | -17 | -4 | 40% | -33% |
| 34 | O=C(Nc1cccc(F)c1)C1CCN(C(=O)N2CCOc3ccccc32)CC1 | 3% | -4 | -12% | -8 | -3 | 36% | -8% |
| 35 | O=C(CNCc1ccccn1)N1CCc2ccccc2C1 | ? | -11 | -14% | 38 | 16 | 0% | -8% |
| 36 | O=C(CSc1nc2[nH]ncc2c(=O)[nH]1)N1CCCCC1 | 1% | 37 | 4% | 14 | -3 | -5% | -4%[2.32 µM] |
| 37 | COc1cccc(-c2nc(=S)c3c(n2Cc2ccco2)CCCC3)c1 | -4% | -16 | 3% | -3 | 1 | -23% | 26% |
| 38 | c1ccc2c(c1)Nc1nccnc1S2 | ? | 17 | -1% | 128* | 28* | -21% | 13% |
| 39 | CC(C(=O)NCC1(c2ccccc2)CCCC1)N1CCOCC1 (stereo not given) | 4% | 8 | ? | -20 | -2 | -6% | 7% |
| 40 | Cc1ccc(-c2nnc(CSc3nc(C)nc4sc(C)c(C)c34)o2)cc1 | 1% | · | ? | -11 | -4 | 0% | 14% |
| 41 | Cc1cc(NC(=O)COc2ccc([N+](=O)[O-])cc2)no1 | · | -24 | -5% | · | · | -1% | -2% |
| 42 | COc1ccc(CNC(=O)C2CCC(CNS(=O)(=O)c3ccc(C)cc3)CC2)cc1 (stereo not given) | -4% | 77 | -1% | 8 | 14 | -3% | 0% |
| 43 | O=S(=O)(c1ccc(Cl)c(C(F)(F)F)c1)N1CCN(CC(O)COCC2CCCO2)CC1 (stereo not given) | ? | 66 | -3% | -9 | 32* | 150%[activator] | -18% |
| 44 | CCNC(=O)COc1ccc2ccccc2c1 | -2% | 127 | 0% | 58* | 71* | -14% | -2% |
| 45 | CC(C)(Oc1ccc(Cl)cc1)C(=O)N1CCN(C(=O)c2ccco2)CC1 | 7% | ? | 0% | 25 | -1 | 118%[activator] | 3% |
| 46 | CC(=O)Oc1ccc(N(C(C)=O)S(=O)(=O)c2ccc3ccccc3c2)cc1Br | 5% | -70* | -2% | 33 | -2 | -5% | -4% |
| 47 | O=S(=O)(c1ccc(F)cc1)N1CCC(c2nc3ccccc3[nH]2)CC1 | · | ? | -1% | -1 | -4 | -35% | -4% |
| 48 | CCOC(=O)c1cccc(NC(=O)C2CCC(CNc3c(N4CCOCC4)c(=O)c3=O)CC2)c1 (stereo not given) | -2% | 49 | ? | -7 | 9 | 59% | -4% |
| 49 | Cc1ccc(SCC(=O)OCC(=O)N(CC(C)C)c2c(N)n(Cc3ccccc3)c(=O)[nH]c2=O)cc1C | · | -13 | ? | · | · | -18% | -1% |
| 50 | C/C(=N\NC(=O)CSc1nnc(C)s1)c1ccc(Cl)cc1 | 4% | -12 | -5% | 2 | -2 | -11% | 23% |

Results in sequence from the list.
Nos. 36 to 43 in FBPA Giardia inh: 1%, -4%, ?, 4%, 1%, ·, -4%, ?

The main list resumes with the 3 entries that preceded the break.
| No. | Structure | FBPA Giardia inh | HCMV antiviral | AmpC inh detg | Shiga toxin inh | Cycloheximide cs | AmpC no deterg | AMA1-RON2 inh |
| --- | --- | --- | --- | --- | --- | --- | --- | --- |
| 48 | CCOC(=O)c1cccc(NC(=O)C2CCC(CNc3c(N4CCOCC4)c(=O)c3=O)CC2)c1 (stereo not given) | -2% | 49 | ? | -7 | 9 | 59% | -4% |
| 49 | Cc1ccc(SCC(=O)OCC(=O)N(CC(C)C)c2c(N)n(Cc3ccccc3)c(=O)[nH]c2=O)cc1C | · | -13 | ? | · | · | -18% | -1% |
| 50 | C/C(=N\NC(=O)CSc1nnc(C)s1)c1ccc(Cl)cc1 | 4% | -12 | -5% | 2 | -2 | -11% | 23% |
| 51 | O=C(Nc1ccc2c(c1)COC2=O)c1ccc(Cl)c(Cl)c1 | · | 43 | -2% | 71* | 34* | -33% | -2% |
| 52 | CCO[C@@H]1OC(C(=O)NCc2nc3ccccc3[nH]2)=C[C@H](c2cn(C(C)=O)c3ccccc23)[C@H]1CCCO | 1% | 17 | 4% | 5 | 7 | 195%[activator] | 13% |
| 53 | CC(=O)C1=C(C)NC(SCC(=O)c2ccc(Cl)cc2Cl)=C(C#N)C1c1ccco1 (stereo not given) | ? | -68* | ? | -8 | 2 | -18% | 40%[activator] |
| 54 | COCCn1c(SCC(=O)N2CCc3ccccc3C2)nc2ccccc2c1=O | -2% | -27 | -13% | -10 | -2 | 94%[activator] | 8%[11.6 µM] |
| 55 | CC(=O)Nc1ccc(S(=O)(=O)Nc2nnc(C(C)(C)C)s2)cc1 | 11% | -4 | -1% | -3 | -1 | -12% | 0% |
| 56 | S=c1nc(-c2cccc(Br)c2)[nH][nH]1 | 16% | 24 | -2% | 0 | 6 | -32% | 48%[activator] |

Screens from PubChem.

Outcome played no part in choosing rows; about 16% have a hit in one of these screens.
